# Screening data: PubChem BioAssay, National Center for Advancing Translational Sciences (NCATS)
# Tau fluor cs = Counterscreen qHTS for Inhibitors of Tau Fibril Formation, Fluorescence Polarization; tau K18 P301L Alexa594 fluorescence, heparin fibrillization; AID 1463, 2008; Potency, µM (doses to about 57.7 µM), for inactives: at the highest dose activity change, negative = decrease; 280,000 tested, 0.93% active; also: % is scaled to controls: 0 for no effect and ±100 for the full control effect; nearly all actives have a fitted effect of over 55% in size
#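 Human K18 P301L tau (15 uM unlabeled plus 0.24 uM Alexa 594-labeled, final) in 100 mM sodium acetate pH 7 was mixed with compound and 20 uM heparin and incubated 6 hr at 37 C.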
# Tau FP inhib = qHTS for Inhibitors of Tau Fibril Formation, Fluorescence Polarization | 280,000 tested, 0.39% active | K18 P301L tau heparin fibrillization, Alexa594 FP, 6 h | AID 1468, 2008 | Microtubule-associated protein tau (Homo sapiens), P10636 | Potency, µM (series often up to 57.7 µM), without a hit: top-dose activity, negative = inhibition, usual class: inhibitors; also: % is scaled to controls: 0 for no effect and ±100 for the full control effect; nearly all actives have a fitted effect of over 55% in size
# Target sequence (P10636 561-689 P618L limits assumed): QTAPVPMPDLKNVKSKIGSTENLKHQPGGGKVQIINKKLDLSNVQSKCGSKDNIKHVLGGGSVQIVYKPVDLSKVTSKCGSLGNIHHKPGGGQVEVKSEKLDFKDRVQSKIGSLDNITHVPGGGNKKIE
#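 Human K18 P301L fragment (15 uM unlabeled plus 0.24 uM Alexa 594-labeled) in 100 mM sodium acetate pH 7 with compound, aggregation induced by 20 uM heparin for 6 hr at 37 C. ThT (30 uM) added for 1 hr, then Alexa 594 FP read.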
# RECQ1 helicase = qHTS Assay for Inhibitors of RecQ-Like Dna Helicase 1 (RECQ1); RECQ1 DNA unwinding, red fluorescence kinetic read; Potency, µM (top dose mostly 57.3 µM), inactives show at the top dose activity, negative = inhibition, hits mostly inhibitors; 240,000 tested, 0.54% active;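 also: plate controls were vehicle for no effect and no enzyme for full effect; nearly all actives have a fitted effect of over 30% in size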
#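 RECQ1T1 50 nM; forked duplex (20 bp + 30-nt ss tails) 200 nM, ATP 2 mM final; pH 8.0, 2 mM MgCl2, 2.5 ug/ml poly(dI-dC); 15 min compound preincubation; discontinuous kinetic read over 2 h at RT.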
# TR SRC2 fluor cs = Total Fluorescence Counterscreen for Inhibitors of the Interaction of Thyroid Hormone Receptor and Steroid Receptor Coregulator 2; AID 1479, 2009; TRb/SRC2 Texas Red total fluorescence interference; 280,000 tested, 0.29% active; Potency, µM (highest dose often 106 µM), for the others: at the highest dose fluorescence change, negative = quenching; active = well fitted curve in either direction with a large enough effect; inconclusive = small, poorly fitted or top-dose-only effect; also: % is scaled to controls: 0 for no effect and ±100 for the full control effect
#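 Flags fluorescent or light-absorbing compounds by total fluorescence, S + 2P, at 555 nm excitation and 632 nm emission. Mixture: 20 nM Texas Red SRC2 peptide, 0.6 uM human TRb LBD, 1 uM T3, 5% DMSO; compound exposure 5 h at ambient temperature.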
# TRb-SRC2 inh = qHTS for Inhibitors of the Interaction of Thyroid Hormone Receptor and Steroid Receptor Coregulator 2. Thyroid hormone receptor beta (Homo sapiens), P10828. TRbeta-SRC2 peptide binding, fluorescence polarization; receptor liganded with 1 µM T3. Potency, µM (top dose mostly 106 µM), without a hit: at the highest dose activity change, negative = inhibition, most hits filed as inhibitors. 280,000 tested, 0.065% active;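 also: plate controls were bound peptide for no effect and peptide without receptor for full effect; nearly all actives have a fitted effect of over 50% in size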
# Target sequence (P10828 whole entry, looked up): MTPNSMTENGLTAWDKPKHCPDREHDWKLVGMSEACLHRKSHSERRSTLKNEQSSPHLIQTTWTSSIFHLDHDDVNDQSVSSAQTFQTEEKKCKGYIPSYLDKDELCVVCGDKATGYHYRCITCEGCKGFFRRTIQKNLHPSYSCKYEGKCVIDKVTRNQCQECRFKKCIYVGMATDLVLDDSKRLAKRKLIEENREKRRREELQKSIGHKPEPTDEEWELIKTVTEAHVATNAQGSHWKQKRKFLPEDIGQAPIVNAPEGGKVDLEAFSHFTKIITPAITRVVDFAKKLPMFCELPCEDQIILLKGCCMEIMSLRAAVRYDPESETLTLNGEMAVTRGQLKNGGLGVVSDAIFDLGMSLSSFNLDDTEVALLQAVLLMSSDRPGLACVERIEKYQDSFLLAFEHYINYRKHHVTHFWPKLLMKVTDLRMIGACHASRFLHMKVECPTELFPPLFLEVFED
#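 Polarization signal, normalized between peptide-alone and full complex controls, measured compound effects on T3-liganded human TRb LBD (0.6 uM) binding 20 nM Texas Red SRC2 peptide after 5 hr.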
# HTT cytoprotect = qHTS Multiplex Assay to Identify Dual Action Probes in a Cell Model of Huntington: Cytoprotection (ATP); PC12 HTT-Q103 induced, cytoprotection, ATP luminescence, 40 h; Potency, µM (top dose mostly 56.4 µM), inactives show cytoprotection (ATP increase), actives largely listed as activators; 230,000 tested, 0.14% active;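 also: % of control where 0% means no effect; nearly all actives have a fitted effect of over 45% in size; toxic huntingtin expression switched on by the ecdysone agonist tebufenozide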
#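 PC12 cells with ecdysone-inducible HTT exon 1 Q103-GFP, induced with 100 nM tebufenozide and co-treated with library compounds in a dose series (1536-well, 1500 cells/well). Cytoprotection read as ATP content by ATPlite luminescence.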
# L3MBTL1 inh = qHTS Assay for the Inhibitors of L3MBTL1; Lethal(3)malignant brain tumor-like protein 1 (Homo sapiens), Q9Y468; 230,000 tested, 0.66% active; Potency, µM (series often up to 57.1 µM), for the others: top-dose activity, negative = inhibition, most hits filed as inhibitors; AlphaScreen L3MBTL1–H3K9me1 peptide binding; also: % is scaled to controls: 0 for no effect and ±100 for the full control effect; nearly all actives have a fitted effect of over 60% in size
#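 L3MBTL1 (50 nM) pre-complexed 30 min with biotinylated H3(1-15)K9me1 peptide (75 nM), then compounds added for 30 min at room temperature; AlphaScreen streptavidin donor/nickel chelate acceptor beads (10 ug/mL final) read after 30 min dark incubation.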
# Tau fibril ThT = qHTS for Inhibitors of Tau Fibril Formation, Thioflavin T Binding; recombinant tau K18 P301L (four-repeat tau fragment), heparin-induced fibrillization, ThT fluorescence; Potency, µM (top dose mostly 57.4 µM), inactives show top-dose activity, negative = inhibition, most hits filed as inhibitors; 270,000 tested, 2.1% active; also: % is scaled to controls: 0 for no effect and ±100 for the full control effect; nearly all actives have a fitted effect of over 55% in size
#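 Heparin-induced fibrillization of the P301L-mutant K18 repeat-domain fragment of human tau was followed by ThT binding in quantitative high-throughput format.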
# * = called active by the depositor; i = inactive; ? = inconclusive; nt = no result given; & = joins results of further samples; [ ] = dose if it differs, or a comment. Unless noted, calls follow the shape of the dose curve; as a rule, active = well fitted curve in the direction sought with a large enough effect; inconclusive = small, poorly fitted or top-dose-only effect, or another doubt; inactive = no such curve, though single readings can be large; an effect the other way counts as inactive or inconclusive. Potency is read from the fitted curve at half-maximal effect.
SMILES,Tau fluor cs,Tau FP inhib,RECQ1 helicase,TR SRC2 fluor cs,TRb-SRC2 inh,HTT cytoprotect,L3MBTL1 inh,Tau fibril ThT
COc1ccc(C2=NN(C(=O)c3cccs3)C(c3ccc(OC)cc3)C2)cc1 (stereo unspecified),-22%,3%,-6%,-1%,-2%,-9%[10 µM],-6%,-7%
Cc1ccc(C(=O)N2CCN(S(=O)(=O)c3ccc(C)c([N+](=O)[O-])c3)C2)cc1,-2%,1%,i,1%,-7%,-8%,1%,5%
NNC(=O)COc1ccc(C2SCCS2)cc1,1%,-4%,-12%,-7%,1%,16%[10 µM],-17%,-7%
Cc1ccc(CNC(=O)COCc2cc(-c3ccc4c(c3)OCO4)on2)cc1,-7%,0%,nt,9%,2%,nt,nt,-14%
Cc1noc(-c2ccc(N(C)Cc3ccccc3)c([N+](=O)[O-])c2)n1,-8%,-15%,nt,-3%,4%,nt,nt,8%
CCC(=O)Nc1cc(=O)[nH]c2ncnn12,-4%,2%,0%,1%,7%,-11%,6%,-12%
Cc1ccc(C2CCN(C(=S)NC(C)C)C2)cc1 (stereo unspecified),-14%,0%,-3%,-2%,6%,-31%[inhibitor],nt,-8%
CCC1CCCCN1CCCNC(=O)CC1Oc2ccccc2NC1=O (stereo unspecified),-1%,-3%,-8%,-1%,-1%,-12%,nt,-1%
COCCCNCC(O)C(F)(F)F (stereo unspecified),4%,13%,i,1%,-3%,-28%,4%,0%
Cc1cc2cc(CN(CCCN3CCOCC3)C(=O)NC3CCCCC3)c(=O)[nH]c2cc1C,1%,-4%,i,-2%,-1%,2%[1.9 µM],-7%,2%
Cc1cccc(Cn2c(N3CCCCC3C)nc3c2c(=O)[nH]c(=O)n3C)c1 (stereo unspecified),0%,6%,-4%,-5%,2%,14%[10 µM],-7%,-6%
Cc1nc(C)c(-c2csc(NCc3ccco3)n2)s1,-13%,?,i,-2%,-9%,-17%[10 µM],nt,?
CCn1c(CNc2nc(-c3ccccc3)cs2)nnc1SCC(=O)NCc1ccccc1,-15%,6%,i,1%,-9%,-6%[10 µM],-16%,?
CCN(CC)S(=O)(=O)c1ccc(Cl)c(C(=O)Nc2cc(C)nn2-c2ccccc2C(F)(F)F)c1,-11%,2%,-3%,6%,3%,-13%[1.9 µM],5%,1%
Cc1sc(-c2ccncc2)nc1OC(=O)c1cc(Cl)cc(Cl)c1,-15%,-12%,i,1%,2%,3%,nt,28µM*

# The final 3 records of the section before open the next one.
SMILES,Tau fluor cs,Tau FP inhib,RECQ1 helicase,TR SRC2 fluor cs,TRb-SRC2 inh,HTT cytoprotect,L3MBTL1 inh,Tau fibril ThT
CCn1c(CNc2nc(-c3ccccc3)cs2)nnc1SCC(=O)NCc1ccccc1,-15%,6%,i,1%,-9%,-6%[10 µM],-16%,?
CCN(CC)S(=O)(=O)c1ccc(Cl)c(C(=O)Nc2cc(C)nn2-c2ccccc2C(F)(F)F)c1,-11%,2%,-3%,6%,3%,-13%[1.9 µM],5%,1%
Cc1sc(-c2ccncc2)nc1OC(=O)c1cc(Cl)cc(Cl)c1,-15%,-12%,i,1%,2%,3%,nt,28µM*
COc1ccc(OCCSc2nc(C)c(Cc3ccccc3)c(=O)[nH]2)cc1,-9%&-5%,-10%&-9%,-2%,0%&-22%,-1%&3%,-32%[inhibitor],nt,-1%&-1%
Cc1oc(S(=O)(=O)N2CCOCC2)cc1C(=O)Nc1ccc(Cl)cc1,-15%,-5%,-1%,0%,1%,18%[10 µM],2%,-5%
Cc1cccc(NS(=O)(=O)c2ccc3c(c2)CC(C)N3C(=O)C2CCC2)c1C (stereo unspecified),-17%,-3%,nt,4%,-2%,nt,nt,-5%
COC(=O)c1cc(NC(=O)c2ccccc2)c(=O)oc1C,-3%,-5%,i,-1%,-6%,-30%,nt,-12%
O=C(NCCCN1CCOCC1)c1ccc(NC(=O)C2COc3ccccc3O2)cc1 (stereo unspecified),-15%,-6%,-6%,-3%,-1%,27%[10 µM],0%,-14%
Cc1cc(C)nc(SCc2nnc(SCC(=O)Nc3c(C)cccc3C)o2)n1,-4%,-10%,0%,-3%,-4%,5%[10 µM],12%,-1%
NC(=O)C1CCN(C(=O)CN(c2cccc(C(F)(F)F)c2)S(=O)(=O)c2ccccc2)CC1,7%,3%,2%,-1%,4%,0%,1%,2%
COc1ccnc(Oc2ccc(F)cc2)c1C(=O)N/C=N/OCc1ccc(Cl)cc1Cl,?,?,-8%,-2%,-17%,-19%[10 µM],7%,-4%
c1ccc(-c2cc(-c3nc(-c4cccnc4)no3)c3ccccc3n2)cc1,0%,4%,-2%,3%,1%,-5%,5%,3%
O=C(c1cc(-c2ccccn2)nc2ccc(Br)cc12)N1CCN(S(=O)(=O)c2ccccc2)CC1,-11%,-1%,-7%,-1%,-9%,-10%,4%,-2%
COC(=O)c1ccccc1NC(=O)c1ccc(NS(C)(=O)=O)cc1,-11%,-7%,-8%,0%,0%,1%[10 µM],0%,2%
CC(C)(C)c1ccc(OCC(=O)N(c2ccccn2)C2CCCCC2)cc1,-15%,1%,-5%,-5%,2%,-9%[10 µM],6%,?
O=C(NC(=S)N1CCN(C/C=C/c2ccccc2)CC1)c1ccc(F)cc1,-17%,7%,i,1%,0%,11%[10 µM],-28%,?
CCOC(=O)c1c(NC(=O)CSc2nnc3ccccn23)sc2c1CCC2,-2%,-5%,-20%,-1%,3%,-1%[10 µM],-17%,-11%
COC(=O)c1cc(NC(=O)N2c3ccccc3Sc3ccccc32)cc(C(=O)OC)c1,-18%,3%,-11%,2%,-7%,-19%,-8%,-14%
Cc1ccccc1-c1ccnc2c(-c3ccc(F)cc3)c(C)nn12,?,-4%,nt,11µM*[quencher],-17%,nt,nt,?
C=C(C)COc1ccc(-c2nc(N)nc(C)c2Oc2ccccc2OC)c(O)c1,?,-3%,-14%,0%,7%,-8%[0.074 µM],-9%,-12%
CCCCc1nc2ccccc2n2c(-c3ccc(OC)cc3)c3c(=O)n(C)c(=O)n(C)c3c12,-20%,-8%,nt,-10%,10%,nt,nt,-18%
CCOC(=O)c1cc(=O)[nH]c2ccccc12,-6%,-1%,10%,-1%,-4%,29%[10 µM],-22%,-5%
CN(CC(=O)Nc1ccc(F)c(F)c1F)c1cnccn1,-4%,12%,i,-2%,-15%,-6%[10 µM],-1%,-16%
CC(=O)Oc1ccc(-n2c(=O)c3ccccc3c3ccccc3c2=O)cc1,6%,4%,i,-2%,-2%,nt,1%,-9%
Cc1cnc(C(=O)OCC(=O)NC(C)CCc2ccccc2)cn1 (stereo unspecified),4%,10%,-3%,-3%,-4%,-9%,-20%,0%
CCNc1nc(NCC)nc(N/N=C/c2ccc(O)c(O)c2)n1,?,4%,-13%,-4%,-5%,-27%,-10%,?
Cc1cc(-n2c(C)cc(C(=O)CSc3ccc4c(c3)OCCO4)c2C)no1,?,4%,-10%,2%,-5%,24%[10 µM],-8%,?
CCCCN(Cc1ccccc1)C(=O)c1oc(=O)c2ccccc2c1-c1ccc(C)cc1,-15%,-8%,nt,-3%,4%,nt,nt,-12%
Cc1cc(C)nc(NS(=O)(=O)c2ccc(NC(=O)c3cc(-c4ccccc4)nc4ccccc34)cc2)n1,-29%,1%,-27%,2%,11%,4%[10 µM],-9%,-10%
O=C(NNC1=NC2(CCCC2)Cc2ccccc21)c1ccncc1,-8%,2%,-13%,-1%,-1%,-56%[inhibitor],nt,-7%
Cc1ccc(CNC(=O)C2CC(c3cccc([N+](=O)[O-])c3)=NO2)cc1 (stereo unspecified),-17%,12%,0%,-3%,-6%,3%,9%,-16%
O=C(NCc1cn(-c2ccccc2)nc1-c1ccccc1)c1cc([N+](=O)[O-])cc([N+](=O)[O-])c1,?,?,-3%,2%,8%,-17%,2%,5%
Cc1ccc(C(=O)COC(=O)CNC(=O)c2ccco2)cc1,-2%,1%,-14%,0%,-6%,1%,5%,-9%
COc1ccc(CN(C)Cc2nc3cc(OC)c(OC)cc3c(=O)[nH]2)c(OC)c1,-1%,-4%,3%,-3%,-4%,11%[10 µM],-2%,-3%
CCCCCCCC1=Cc2ccccc2C(C(C(C)=O)C(=O)OC)N1C(=O)OC (stereo unspecified),6%[11.6 µM],-10%[11.6 µM],i[11.5 µM],-2%[11.2 µM],-6%[11.2 µM],-2%[10 µM],nt,15%[11.5 µM]
Cn1c(SCC(=O)Nc2ccccc2)nnc1-c1ccc2nonc2c1,-3%,-8%,-2%,0%,-11%,-3%[10 µM],6%,-5%
CN(Cc1ccccc1)S(=O)(=O)c1ccc(Cl)nc1,-5%,3%,-5%,-1%,-2%,-7%,11%,2%
CCOc1ccc(CNC(=O)c2ccc(Sc3ccc(Cl)cc3)c(NC(C)=O)c2)cc1OC,-21%&-14%,4%&13%,-8%,-3%&5%,-2%&1%,7%[10 µM],-6%,-10%&-5%
COc1ccc2nc(N(Cc3cccnc3)C(C)=O)sc2c1,9%,7%,nt,-1%,-4%,nt,nt,1%
CCCNC(=O)Cn1c(=O)n(CC2CCC(C(=O)NC)CC2)c(=O)c2sccc21 (stereo unspecified),-8%,-9%,nt,-3%,6%,nt,nt,-4%
FC(F)C(F)(F)c1cc(-c2ccccc2)n[nH]1,-8%,0%,-20%,2%,4%,?,17%,-2%

# These rows are one share of the data. The share of hits here may be higher or lower than overall.
